# mec2-1 = NCI yeast anticancer drug screen, S. cerevisiae mec2-1 strain; growth inhibition, % at 50 µM; hit rate 9% among 79,000; AID 157;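 also: 0% = growth of vehicle-only cultures of the same strain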
#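 Cells of the genetically defined mec2-1 yeast strain are incubated with test compound. Inhibition of growth is calculated against vehicle-treated controls.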
# sgs1 mgt1 = NCI yeast anticancer drug screen, S. cerevisiae sgs1 mgt1 strain; growth inhibition, % at 50 µM; hit rate 10% among 78,000; AID 161;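 also: 0% = growth of vehicle-only cultures of the same strain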
#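 Read-out: growth inhibition vs vehicle controls. Cells: mutant yeast strain deficient in DNA damage repair.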
# yeast bub3 = NCI yeast anticancer drug screen, S. cerevisiae bub3 mutant strain | hit rate 9.9% among 78,000 | growth inhibition, % at 50 µM;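 also: 0% = growth of vehicle-only cultures of the same strain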
#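 Whole-cell yeast assay. The mutant strain was incubated with compounds, and growth inhibition was determined by comparison with vehicle-treated cells.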
# yeast mlh1 rad18 = NCI yeast anticancer drug screen, S. cerevisiae mlh1 rad18 strain. % growth inhibition at 50 µM. hit rate 11% among 79,000. AID 175;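 also: 0% = growth of vehicle-only cultures of the same strain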
#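 Test agents were incubated with a yeast strain of defined genotype (DNA damage repair defect). Inhibition of growth was derived by comparison with vehicle-exposed cultures.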
# rad50 = NCI yeast anticancer drug screen, S. cerevisiae rad50 strain; growth inhibition, % at 50 µM; hit rate 10% among 79,000;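 also: 0% = growth of vehicle-only cultures of the same strain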
#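 A DNA repair-deficient yeast mutant serves as the test organism; compound-induced growth inhibition is calculated against vehicle-treated cells.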
# cln2 rad14 = NCI yeast anticancer drug screen, S. cerevisiae cln2 rad14 strain; growth inhibition, % at 50 µM; hit rate 8.3% among 78,000; AID 165;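 also: 0% = growth of vehicle-only cultures of the same strain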
#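 cln2 rad14 yeast strain; compound exposure; growth inhibition read vs vehicle controls.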
# * hit, by the source's call; / = not tested or not shown. Rule as the data show it: active = growth inhibition above about 70%; inactive = the rest.
# The first 3 records as a preview:
structure | mec2-1 | sgs1 mgt1 | yeast bub3 | yeast mlh1 rad18 | rad50 | cln2 rad14
O=C(O)CNC(=O)OCc1ccccc1 | -16 | -36 | 2 | -19 | -36 | -46
CN(CCCN)CCCN | -11 | -33 | -29 | -22 | -41 | -56
COc1cc(CN=c2nc(N(C)C)ss2)cc(OC)c1OC | -11 | 9 | -12 | -4 | -28 | -3

# The whole of this part, previewed entries included:
structure | mec2-1 | sgs1 mgt1 | yeast bub3 | yeast mlh1 rad18 | rad50 | cln2 rad14
O=C(O)CNC(=O)OCc1ccccc1 | -16 | -36 | 2 | -19 | -36 | -46
CN(CCCN)CCCN | -11 | -33 | -29 | -22 | -41 | -56
COc1cc(CN=c2nc(N(C)C)ss2)cc(OC)c1OC | -11 | 9 | -12 | -4 | -28 | -3
CC1c2cccc(Cl)c2C(=O)c2c(Cl)cccc21 | 15 | -6 | -14 | -28 | -12 | -2
O=[N+]([O-])c1ccc(N=Nc2c(NNc3ccc([N+](=O)[O-])cn3)ccc3ccccc23)nc1 | 6 | 34 | 8 | 35 | 16 | 28
C[N+](C)(C)C(Cc1ccccc1)Cc1ccccc1 | 10 | -30 | -1 | 6 | -27 | -47
N=c1nc(N)c2cc3c(N)nc(=N)c3cc12 | -20 | 6 | -23 | 34 | 3 | 11
OC(C/C(=N\N=C(/CC(O)(C(F)(F)F)C(F)(F)F)c1ccccc1)c1ccccc1)(C(F)(F)F)C(F)(F)F | 51 | 51 | 69 | 71* | 63 | 62
Cc1ncc([N+](=O)[O-])n1CCNCCCCn1ccnc1[N+](=O)[O-] | -22 | -6 | -52 | -18 | -28 | -24
CSC(C)CS(=O)(=O)O (stereo not drawn) | 0 | -6 | -5 | -18 | -13 | 10
FC(F)(F)c1cccc(NC(=S)N/N=C/c2ccccc2)c1 | 40 | 51 | 34 | 43 | 5 | -10
c1ccc2c(c1)ccc1nc3c4ccccc4c4ccccc4c3nc12 | -3 | -7 | 13 | 14 | 14 | -3
CC1(C)C2CC3C(=CCCC3C(=O)O)C1C2 (stereo not drawn) | 15 | -9 | 11 | 13 | 11 | 10
CCCCCCCCCCCC[N+]1(CCCCCCCCCCCC)CCCC(C)C1 (stereo not drawn) | 91* | 91* | 90* | 89* | 89* | 88*
COC(=O)C1=C(C)N(NC(N)=O)C2(N)N(NC(N)=O)C(C)=C(C(=O)OC)C12C#N (stereo not drawn) | -12 | -45 | 3 | -16 | -24 | 6
Clc1cccc2nsnc12 | -12 | -3 | 5 | 6 | 13 | -49
NC(N)=Nc1ccc(Sc2ccc(N=C(N)N)cc2)cc1 | -36 | -17 | -5 | -26 | -16 | -20
CNC(=O)NC1NC(=O)N(C)C1=O (stereo not drawn) | -13 | 0 | 0 | -13 | 0 | -15
COC(=O)NC(=O)NC(Cc1ccccc1)NC(=O)OCc1ccccc1 (stereo not drawn) | -55 | -15 | -6 | -12 | -48 | -20
CC(=O)OC1CCC(=O)C2C(C(=O)O)CCCC12 (stereo not drawn) | -22 | -19 | -2 | 0 | 7 | -6
Nc1cc(S(=O)(=O)O)ccc1O | -16 | -22 | 3 | -33 | -1 | -42
N[C@H]1CCC[C@@H](O)C1O (stereo partly drawn) | 22 | 2 | 8 | 3 | -7 | 1
Cc1cc(N(CCC#N)CCC#N)ccc1/C=C\C(=O)Nc1ccccc1 | 16 | -11 | 37 | 5 | 19 | 10
Clc1ccc(C=Nc2ccccc2)c(Cl)c1 | 11 | 21 | -3 | 27 | 24 | 12
N#CC1CCCCOCCOCCOCCOCCOCCCCCC1=O (stereo not drawn) | -1 | 7 | -3 | 6 | 12 | 21
O=C1C(CO)=C[C@@H](O)[C@H]2O[C@@H]12 | 2 | 13 | 16 | 17 | 8 | 7
CC1(C(=O)N2c3ccccc3C=CC2C#N)CC2C=CC1C2 (stereo not drawn) | 5 | 2 | -2 | -16 | -20 | 8
N#CC(NC12CC3CC(CC(C3)C1)C2)c1ccc2c(c1)OCO2 (stereo not drawn) | -6 | -21 | -48 | -44 | -15 | -17
CN(C=O)c1ccc2c(c1)C(=O)c1ccccc1-2 | 2 | 0 | 0 | 10 | 12 | 4
NC(=O)c1cn(Cc2ccccc2)c(=O)n1Cc1ccccc1 | 18 | -3 | 24 | 12 | 10 | 9
CCN(CC)CCNc1c(C)cccc1Cl | 4 | -7 | 1 | -2 | -3 | -26
O=S(O)CCCSSc1ccccc1 | 22 | 40 | 41 | 67 | 39 | 56
CCCOC(=O)CCCC(=O)N(CC)CC | -8 | -25 | -1 | 20 | 11 | 72*
Nc1nc2c(ncn2-c2cccc3ccccc23)c(=O)[nH]1 | 41 | 30 | 17 | 12 | -3 | -5
NC(=O)Cc1noc2ccccc12 | -9 | 9 | -6 | 7 | 9 | -18
O=C(Nc1ccc(-c2cn3ccccc3n2)cc1)c1ccccc1O | -12 | 21 | 10 | 5 | 8 | 36
Cc1ccc(C)c(NC(=O)/C(=N\NC(N)=S)C(C#N)c2ccccc2)c1 (stereo not drawn) | 13 | 16 | 6 | 69 | -14 | 28
COC(OC)C1OC(C)(C)OC1C(OS(=O)(=O)c1ccc(C)cc1)C1COC(C)(C)O1 (stereo not drawn) | -8 | 6 | 2 | 13 | -15 | 2
CCOC(=O)C1CC(=O)C(=O)O1 (stereo not drawn) | -12 | -22 | -11 | -32 | -25 | -15
C=CCOc1c(CCC)cc(CN)cc1CCC | -8 | 25 | 3 | 50 | 4 | 59
CCOC(=O)NC(=S)Nc1nonc1-c1ccccc1 | 2 | 36 | 16 | 26 | 1 | -10
NC(=S)c1ccc2ccccc2c1 | 14 | 15 | 15 | 9 | 10 | 6
CNS(=O)(=O)c1ccccc1C=C(c1ccccc1)c1ccccc1 | 86* | 94* | 82* | 94* | 93* | 66
CCCCCCCCCCCC(=O)N/N=C(\c1ccccc1)c1ccc(Cl)cc1 | 88* | 93* | 77* | 91* | 91* | 87*
CC(CN(C)C)C(=O)/C=C/c1ccc(Cl)c(Cl)c1 (stereo not drawn) | 99* | 100* | 99* | 99* | 99* | 97*
CCN(CC)CCCOC(=O)CC1CCCCCCC1 | 13 | 28 | 50 | 14 | 15 | 12
CC(C)(C(N)C(=O)O)C(N)C(=O)O (stereo not drawn) | 5 | -17 | -4 | -9 | 16 | -12
Cc1sc2nc(N(C)C)oc(=O)c2c1C | 51 | 34 | 64 | 50 | 29 | 2
NC1=NCN(C2OC(CO)C(O)C2O)C(=O)N1 (stereo not drawn) | -12 | 8 | -6 | -3 | -2 | -2
CCCCCc1cc2c(cc1O)CC[C@@H]1[C@@H]2CC[C@]2(C)[C@@H](O)CC[C@@H]12 | 9 | 41 | 43 | 37 | 13 | 65
O=CC[C@H]1C(=O)C[C@@H]2CCC[C@@H]21 | -3 | -9 | -16 | -9 | -15 | -4
N#CCC(=O)NCc1ccncc1 | -50 | -25 | -41 | -13 | -14 | 8
O=C1c2ccccc2C(=O)C1(O)c1c[nH]c2ccccc12 | 12 | 4 | -18 | 24 | -2 | 7
O=[N+]([O-])c1ccc2c(c1)-c1ccccc1C2 | 20 | 38 | 8 | 37 | 42 | 11
OC1CN(Cc2ccccc2)C[C@@H]1O (stereo partly drawn) | -8 | -4 | 0 | 37 | 23 | 60
O=C(NCCCCCN1CCC2(CCCCC2)CC1)C(C1CCCCC1)C1CCCCC1 | 99* | 100* | 99* | 100* | 100* | 99*

# (continued)
structure | mec2-1 | sgs1 mgt1 | yeast bub3 | yeast mlh1 rad18 | rad50 | cln2 rad14
O=C(CCc1n[nH]c(=S)o1)Nc1ccccc1 | 17 | 30 | 14 | 35 | 18 | 16
Cc1cc(C)c2c(=O)cc(-c3cccc(Cl)c3)[nH]c2n1 | -12 | -25 | -51 | -66 | 16 | -24
CC(=O)OC1CCC2=C3CCC4(C)C(=O)CCC4C3C(=O)C2C1 (stereo not drawn) | 3 | 3 | 4 | -2 | 1 | 8
N=C(N)c1ccc(N=Nc2cc(/C=C/c3ccccc3)ccc2O)cc1 | 99* | 98* | 98* | 99* | 98* | 98*
Ic1ccc(N=Nc2ccccc2)cc1 | -12 | -5 | 25 | -12 | -8 | -70
CC12CCC(=O)C=C1CCC1C2C(=O)CC2(C)C1CCC2(O)C(=O)Cn1c(=O)cc[nH]c1=O (stereo not drawn) | 8 | 26 | 0 | 8 | 10 | 12
O=Cc1c[nH]c2ccccc2c1=O | 1 | 1 | 30 | 11 | 17 | 4
CCCCOC(=O)NC(Nc1ccc(S(N)(=O)=O)cc1)(C(F)(F)F)C(F)(F)F | 8 | 3 | 12 | 18 | 6 | -1

# Four structures from above, ordered by length of the SMILES, high to low.
structure | mec2-1 | sgs1 mgt1 | yeast bub3 | yeast mlh1 rad18 | rad50 | cln2 rad14
CCCCOC(=O)NC(Nc1ccc(S(N)(=O)=O)cc1)(C(F)(F)F)C(F)(F)F | 8 | 3 | 12 | 18 | 6 | -1
Cc1cc(C)c2c(=O)cc(-c3cccc(Cl)c3)[nH]c2n1 | -12 | -25 | -51 | -66 | 16 | -24
O=C(CCc1n[nH]c(=S)o1)Nc1ccccc1 | 17 | 30 | 14 | 35 | 18 | 16
Ic1ccc(N=Nc2ccccc2)cc1 | -12 | -5 | 25 | -12 | -8 | -70

# Next records.
canonical_smiles	mec2-1	sgs1 mgt1	yeast bub3	yeast mlh1 rad18	rad50	cln2 rad14
N#CC#Cc1cccc(C#CC#N)c1	99*	50	99*	99*	98*	99*
C=C1N(C)c2ccc(Cl)cc2C1(C)C	90*	/	/	89*	89*	/
COc1ccc2ncc(COC(C)=O)c(COC(C)=O)c2c1	-9	-8	-12	-8	-11	15
COc1ccccc1N=Nc1c(N)nc(N)[nH]c1=O	1	-2	52	10	6	12
COc1ccc(C(N)=O)cc1N=NN(C)C	-8	-6	8	-68	5	-9
NC(=O)N/N=C1/CCC(O)CC1CC(=O)O (stereo not drawn)	-5	-7	-58	-3	-8	13
O=C(OC(C(=O)O)C(OC(=O)c1ccccc1)C(=O)O)c1ccccc1 (stereo not drawn) (tested in a mixture with another compound)	1	-4	1	1	0	-4
CCOC(=O)C1=C(O)C(=O)N(Cc2ccccc2)C1	-30	14	49	-24	-5	-1
COC(C)(C)C(Br)C(=O)OCC(=O)c1ccc(Br)cc1 (stereo not drawn)	0	11	1	13	26	21
CCCCc1cc(-c2ccc(C)cc2)c(CCCC)c2c1-c1cccc3cccc-2c13	-10	-22	-1	-6	11	-5
Cc1cc(O)c(C=NC(=S)C(N)=S)c(=O)o1	-20	9	-26	-38	-28	-4
COc1c2ccoc2cc2oc(COC3OC(CO)C(O)C(O)C3O)cc(=O)c12 (stereo not drawn)	-20	14	36	39	30	3
NS(=O)(=O)c1cc2c(cc1Cl)NC(CCC(=O)O)=NS2(=O)=O	-16	-7	-20	8	-14	-25
CC1OC(n2cc(Cl)c(=O)[nH]c2=O)C=C(OC(=O)c2ccccc2)C1=O (stereo not drawn)	-27	-25	-22	-29	-19	-17
N=C(N)c1ccc(NC(=S)Nc2ccc(C(=N)N)cc2)cc1	21	32	16	32	43	7
CC1CC(=O)c2ccccc2C1C (stereo not drawn)	14	4	9	26	18	-9
N#CCCCCCCO	-21	11	5	18	15	15
Fc1ccc(C(Nc2nncs2)Nc2nncs2)cc1F	5	18	10	22	28	10
CCC1(C)C(=O)NC(=O)N1C(C)=O (stereo not drawn)	-21	-4	-12	-8	-5	-44
S=c1[nH]nc(C23CC4CC(CC(C4)C2)C3)n1-c1ccc(Cl)cc1	6	18	14	3	-44	2
COc1ccc(OC)c(CCc2cc(OC)c(OC)cc2C)c1	22	50	40	38	62	13
C/C(Cc1ccccc1)=N\O	3	-21	-8	7	4	20
Cc1cc(C(N)=O)no1	-3	-6	4	-1	2	-10
NCCSCc1ccccc1Cl	-27	-51	-24	0	-10	-33
c1ccc(-c2cc(-c3ccccc3)n(-c3ccccc3)c2-c2ccccc2)cc1	6	0	24	-3	8	-5
CC(C)Oc1nc2ccc(N)cc2s1	2	32	-6	-1	29	42
CC(C)CCc1c(N)nc(N)[nH]c1=O	-14	-9	1	4	7	-42
CCOc1ccc(/C=C2/C(=O)N=C(NC(C)=O)N2C)cc1	-42	-8	-8	24	-31	-5
NC(=O)N/N=C1\CCCC(OC(=O)c2ccccc2)CC1 (stereo not drawn)	-28	-17	-2	-21	3	-20
CCCCN(CC)C(=O)C(=O)C1C(=O)Nc2ccccc2S1=O (stereo not drawn)	8	9	8	42	28	16
COc1cccc(C)c1NC(=O)NCCCl	1	13	12	5	18	-25
CC(O)CN(CC(C)O)C(C(=O)Cc1ccccc1)c1ccccc1 (stereo not drawn)	21	4	28	39	6	21
O=C(O)CNC(=O)CNC(=O)CNC(=O)C(CSC(c1ccccc1)(c1ccccc1)c1ccccc1)NC(=O)OCc1ccccc1 (stereo not drawn)	4	-14	11	5	20	22
COC(=O)CCNCCSC(=O)c1ccccc1	-9	-6	9	5	24	13
COC1=CC(=O)C2CC=CCC2(C)C1=O (stereo not drawn)	6	-2	3	3	9	-8
CC(=O)Nc1c(C)cccc1[N+](=O)[O-]	-14	0	3	4	5	-18
CCCC(=O)Nc1cc(C)ccc1N=Nc1ccc(C)cc1	-40	-1	13	-13	-9	-17

# Not a hit list; overall some 14% were active at least once.
